CHT PAM – CHT positive allosteric modulators, primary screen, cell-based, membrane potential dye, choline EC20. 310,000 compounds, 0.49% hits. B-score at 10 µM. CHT-expressing cells; hits give high values; LV-AA mutant CHT in HEK293 cells. AID 488977, 2010;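 active = initial fluorescence not abnormally high and integrated response B-score, plate-corrected, over 3 SD above library mean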
Target sequence (Q9GZV3 whole entry, looked up): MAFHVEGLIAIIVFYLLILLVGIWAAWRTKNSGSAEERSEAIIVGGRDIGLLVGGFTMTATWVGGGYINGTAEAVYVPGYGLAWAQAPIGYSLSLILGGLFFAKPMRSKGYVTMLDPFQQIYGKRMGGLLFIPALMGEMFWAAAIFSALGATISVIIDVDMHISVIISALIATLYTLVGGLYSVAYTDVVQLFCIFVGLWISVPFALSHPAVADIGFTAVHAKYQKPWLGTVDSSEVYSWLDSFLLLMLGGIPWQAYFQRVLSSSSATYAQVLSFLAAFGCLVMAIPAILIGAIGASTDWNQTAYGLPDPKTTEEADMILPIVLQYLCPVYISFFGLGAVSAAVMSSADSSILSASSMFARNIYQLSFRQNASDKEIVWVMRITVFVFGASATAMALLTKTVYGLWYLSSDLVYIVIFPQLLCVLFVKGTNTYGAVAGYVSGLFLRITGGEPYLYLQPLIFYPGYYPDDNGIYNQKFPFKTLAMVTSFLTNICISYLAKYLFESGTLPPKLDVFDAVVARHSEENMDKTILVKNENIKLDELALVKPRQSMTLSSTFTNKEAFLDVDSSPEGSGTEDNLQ
OX1R antag – OX1R (HCRTR1) antagonists, primary screen, fluorescence, CHO/OX1R cells, Fluo-8 calcium, orexin A; Fluo-8 calcium fluorescence; Orexin/Hypocretin receptor type 1 (Homo sapiens), O43613; AID 434989, 2010; inhibition, % at 5 µM; 330,000 compounds, 0.43% hits;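 active = inhibition above its plate's threshold, mean inhibition of all tested compounds on the plate plus 3 SD, cut at about 37% in these data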;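 note: 0% = orexin A challenge wells and 100% = SB-334867-A antagonist wells; not every result past the cut was called active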
Target sequence (O43613 whole entry, looked up): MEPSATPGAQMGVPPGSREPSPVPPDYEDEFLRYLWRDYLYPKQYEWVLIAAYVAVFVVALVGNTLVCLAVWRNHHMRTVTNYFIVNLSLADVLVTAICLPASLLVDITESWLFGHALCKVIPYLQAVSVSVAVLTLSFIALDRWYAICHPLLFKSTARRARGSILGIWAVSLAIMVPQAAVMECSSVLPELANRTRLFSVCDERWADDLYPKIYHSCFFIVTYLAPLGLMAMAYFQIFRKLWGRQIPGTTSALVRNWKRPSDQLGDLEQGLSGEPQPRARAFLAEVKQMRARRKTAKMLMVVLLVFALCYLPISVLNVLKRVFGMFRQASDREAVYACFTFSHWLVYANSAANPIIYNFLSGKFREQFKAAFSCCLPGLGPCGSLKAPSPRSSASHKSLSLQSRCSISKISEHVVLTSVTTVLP
* hit, by the source's call; i = inactive; . = not tested or not shown.

structure | CHT PAM | OX1R antag
CCCCNC(=S)N1CCN(C(c2ccccc2)c2ccccc2)CC1 | i | -13.5
CC1CCCC(NC(=O)Cn2c(Cl)nc3c2c(=O)n(C)c(=O)n3C)C1C (configuration not stated) | . | -8.8
COc1ccc(/C=C(\NC(=O)c2ccccc2)C(=O)N/N=C/c2ccncc2)cc1 | i | -15.4
CCOC(=O)[C@@H]1[C@H]2COc3ccc(Br)cc3[C@@H]2N2C(=O)N(c3ccc(C(F)(F)F)cc3)C(=O)[C@]12C | i | -40.7
Clc1ccc2c(c1)C(c1cccs1)=NNC(c1cccnc1)=N2 | i | -26.7
O=C(CCCN1C(=O)c2ccccc2C1=O)Nc1cccnc1 | i | 8.6
CS(=O)(=O)Nc1ccccc1C(=O)NCc1ccco1 | i | 1.0
O=C(NC1CC1)C1=C[C@H](c2ccc(Br)cc2)C[C@H](OCc2ccc(CO)cc2)O1 | i | -21.0
COC(=O)CCc1c(C)[nH]c(C(=O)OCc2ccccc2)c1C | i | -43.0
Cn1nnc(NC(=O)COc2ccc(C3CCCCC3)cc2)n1 | i | 1.4
Oc1ccc(N2CCN(Cc3c(-c4ccccc4)nc4ccccn34)CC2)cc1 | i | -28.9
CCOc1ccc(CCNC(=O)c2ccc(C)c(NC3=NC4CS(=O)(=O)CC4S3)c2)cc1 (configuration not stated) | i | -14.9
CN(CC(=O)O/N=C(\N)c1ccccn1)S(=O)(=O)c1cc(Cl)ccc1Cl | i | -8.6
O=C(Nc1ccc(N2CCN(C(=O)c3ccco3)CC2)c(Cl)c1)c1cccnc1 | i | -10.8
OC(c1ccccc1)c1nc2ccccc2s1 (configuration not stated) | i | -8.5
O=C(COC(=O)c1cc(=O)[nH]c(=O)[nH]1)Nc1cccc(S(=O)(=O)N2CCCCC2)c1 | i | -17.8
CCC(=O)Nc1sc2c(c1C#N)CC(C)(C)NC2(C)C | i | -11.1
CCc1ccc(N2C(=O)C3C4C=CC(CC4)C3C2=O)cc1 (configuration not stated) | i | 0.8
Cn1c(N)c(Br)c(-c2ccc(F)cc2)c(C#N)c1=O | i | -12.2
CCCc1nnc(NC(=O)CCC(=O)NCc2ccccc2OC)s1 | i | -16.5
CCOC(=O)CSc1nnc(-c2cccs2)n1-c1ccccc1 | i | -25.4
Cc1ccc2c(c1)NC(=O)c1cccnc1N2 | i | -0.6
COc1ccc(CCNC(=O)C(=O)NCCC2CCCCN2S(=O)(=O)c2cccs2)cc1 (configuration not stated) | i | -12.1
COc1cc(OC)cc(C(=O)NCCNC(=O)c2ccccc2)c1 | i | -22.0
O=C(CSc1ccc(F)cc1)Nc1ccccc1N1CCOCC1 | i | -20.4
CCOc1ccccc1C(=O)OCC(=O)Nc1nnc(-c2ccccc2)o1 | i | 1.5
CCOc1ccc(NC(=NCc2ccc3c(c2)OCO3)SC2CC(=O)N(c3ccc(OCC)cc3)C2=O)cc1 (configuration not stated) | i | -9.9
Cc1ccc(S(=O)(=O)Nc2cccnc2Oc2ccc(Cl)cc2)cc1 | i | -35.0
CC(=O)c1ccc(NC(=S)NC(C)c2ccc(Cl)cc2Cl)cc1 (configuration not stated) | i | 72.5*
Cc1cccn2c(=O)c(/C=C(\C#N)C(=O)NCc3ccco3)c(N3CCC(C(N)=O)CC3)nc12 | i | -19.8

Individual results from the results shown:
`COc1ccc(CCNC(=O)C(=O)NCCC2CCCCN2S(=O)(=O)c2cccs2)cc1` (configuration not stated) in OX1R antag is entered as -12.1
`CCOc1ccc(NC(=NCc2ccc3c(c2)OCO3)SC2CC(=O)N(c3ccc(OCC)cc3)C2=O)cc1` (configuration not stated) in OX1R antag is entered as -9.9

Continued:
structure | CHT PAM | OX1R antag
CCCN(Cc1cc2cc(C)ccc2[nH]c1=O)C(=O)c1cccc([N+](=O)[O-])c1 | i | -22.1
CN1CCS/C1=C/C=C1\SC(=S)N(CC(=O)O)C1=O | i | 25.9
O=C(NCc1ccco1)c1cnn2c(C(F)(F)F)cc(-c3ccccc3)nc12 | i | -32.0
CC(=O)N1c2ccc(S(=O)(=O)NCCC(=O)NCCc3ccc(C)cc3)cc2CC1C (configuration not stated) | i | -14.1
O=C(Cc1ccc(Br)cc1)Nc1ccc(S(=O)(=O)N2CCCC2)cc1 | i | -0.9
CCOc1ccc2nc(N/C(N)=N/C(=S)Nc3ccc(C)c(C)c3)nc(C)c2c1 | i | -18.8
CCn1c2ccccc2c2cc(NC(=O)CSc3nnc(-c4ccc(OC)cc4)n3N)ccc21 | i | -8.0
O=C(Nc1ccc(Oc2ccc(NC(=O)Nc3ccc([N+](=O)[O-])cc3)cc2)cc1)Nc1ccc([N+](=O)[O-])cc1 | i | -15.4
Cc1ccc(-c2csc(NC(=O)c3ccc([N+](=O)[O-])o3)n2)cc1 | i | -26.9
COCCCN1CC23C=CC(O2)C(C(=O)OC)C3C1=O (configuration not stated) | i | 5.3
O=C(COC(=O)C1(c2ccc(F)cc2)CCCC1)NCc1ccc2c(c1)OCO2 | i | 7.3
CC(C)(C)c1cc(NC(=O)CSc2nnc(NCc3ccccc3)s2)n(-c2ccccc2)n1 | i | -23.2
CN(Cc1ccccc1)/C(=N/O)c1cccc(Cl)c1 | i | -21.9
CC(C)c1nnc(SCC(=O)NC2CCCCC2)n1C | i | -13.4
COC(=O)C1C(=O)C2=C(CC1C)NC(=O)CC2c1ccc(F)cc1 (configuration not stated) | i | -17.9
O=C(NC1CC1)C1CCN(c2nc3ccccc3s2)CC1 | i | -7.2
CC1(C(=O)OCC(=O)Nc2ccccc2Cl)CC1(Cl)Cl (configuration not stated) | i | -8.1
Cc1ccc(C(=O)CSc2nc3ccccc3c(=O)[nH]2)cc1 | i | -23.4
O=C(C[C@H]1C/C=C\CC[C@H](Cc2ccc(F)cc2)C(=O)OCCNC1=O)NCCO | . | -13.9
CC(=O)c1ccc(OCC(=O)c2ccc(-c3ccccc3)cc2)cc1 | i | -11.3

Part of the list above in order of length of the SMILES, highest first:
structure | CHT PAM | OX1R antag
O=C(C[C@H]1C/C=C\CC[C@H](Cc2ccc(F)cc2)C(=O)OCCNC1=O)NCCO | . | -13.9
CC(=O)c1ccc(OCC(=O)c2ccc(-c3ccccc3)cc2)cc1 | i | -11.3
O=C(NC1CC1)C1CCN(c2nc3ccccc3s2)CC1 | i | -7.2
CN(Cc1ccccc1)/C(=N/O)c1cccc(Cl)c1 | i | -21.9

(more compounds)
structure | CHT PAM | OX1R antag
O=c1[nH]cnc2sc3c(c12)CCN(Cc1ccccc1)C3 | i | 4.6
COCCOc1cc(NCc2ccccc2)c2ncn(C(C)C)c2c1 | . | -28.8
CCn1nnc2c(=O)oc3ccccc3c21 | i | -19.3
COc1cccc(CC(=O)n2nc(N)c3cc4ccc(OC)cc4nc32)c1 | i | -10.4
CCCCNC(=S)Nc1ccc(F)cc1 | i | -0.4
CCN(CC)C(=O)Cn1c(=O)n(-c2ccccc2)c(=O)c2sccc21 | i | -12.7
O=C(c1cccc(C(F)(F)F)c1)C1CCCN(Cc2ccc(OCCO)cc2)C1 (configuration not stated) | i | -33.4
Cc1ccc(C2CC(=O)Oc3cc(C)c(Br)c(C)c32)cc1 (configuration not stated) | . | -4.9
COC(=O)Cc1ccc(NC(=O)c2ccc(C(C)(C)C)cc2)cc1 | i | -25.3
O=C(c1ccc2c(c1)OCO2)N1CCN(S(=O)(=O)c2ccc(Br)cc2Cl)CC1 | . | -32.9
Cn1cnnc1SCc1ccc(C(=O)N=Nc2c(O)n(C)c3ccccc23)cc1 | i | -15.2
Cc1nn(C)cc1S(=O)(=O)Nc1cccc(Cl)c1 | i | -4.5
CCCOc1ccccc1OCC(=O)Nc1ccc(S(=O)(=O)N2CCCC2)cc1 | i | -22.7
C=CCn1c(SC(C)C(=O)NC2(C#N)CCCCC2)nnc1-c1ccc(OC)cc1 (configuration not stated) | i | -22.9
O=C(NCc1cccc(C(F)(F)F)c1)c1ccc[nH]1 | i | 6.6
C=CCn1c(O)c(N=O)c2ccccc21 | i | -9.0
CC1=CC2(O)OCCN(CCO)C2=CC1=O (configuration not stated) | i | 2.3
O=C(O)C1CCCN(S(=O)(=O)c2ccc3c(c2)OCCO3)C1 (configuration not stated) | i | -21.4
Cc1ccc(C(c2nnnn2Cc2cccs2)N2CCN(Cc3ccc4c(c3)OCO4)CC2)cc1 (configuration not stated) | i | -31.8
O=C(c1ccccc1)c1ccc(CN2C(=O)c3ccccc3C2=O)o1 | i | -9.0
COc1ccc(-c2nc(-c3ccccc3)c(-c3cc([N+](=O)[O-])ccc3C)[nH]2)cc1O | i | -25.2
COC(=O)c1sccc1S(=O)(=O)N1CCCC(N(C)CCc2ccccn2)C1 (configuration not stated) | i | -15.0
COc1ccccc1OC(=O)C1CC(=O)N(c2ccc(Cl)cc2)C1 (configuration not stated) | i | -12.8
COc1ccc2c(c1)C(NC(C)=O)C(=O)N2C (configuration not stated) | i | -10.4
CC(C)NC(=O)N(O)C1N(C(C)C)C(=O)N(Cc2ccc3c(c2)OCO3)C1(C)C (configuration not stated) | i | -7.8
O=C(/C=C/c1ccco1)NC(=S)Nc1ccc(O)c(-c2nc3ccccc3s2)c1 | i | 4.8
Cc1ccc(C(=O)NC2=NCCS2)cc1Cl | i | .
CC(C)[C@H](NC(=O)c1ccccc1)C(=O)OCc1nnc(-c2ccccc2)o1 | i | -23.9
COc1ccc(OC)c(CCNC(=O)c2cccc(NC3=NC4CS(=O)(=O)CC4S3)c2)c1 (configuration not stated) | i | -9.5
Cc1ccc(S(=O)(=O)N2CCN(CCC#N)CC2)cc1 | i | 5.5
COc1ccc(F)cc1S(=O)(=O)N1CCN(c2ccccn2)CC1 | i | -6.5
COc1ccc(-n2c(SCc3ccc(C#N)cc3)nnc2-c2ccccn2)cc1 | i | -18.1
CCOC(=O)C1CCCN(C(=O)C2CCN(S(=O)(=O)c3c(C)noc3/C=C/c3ccccc3F)CC2)C1 (configuration not stated) | i | -36.1
CC(=O)c1cc(-c2ccccc2)n(CC(=O)N2CCCCC2)c1C | i | -18.1
Cc1occc1C(=O)NC1CCCN(Cc2ccc(CC(C)C)cc2)C1 (configuration not stated) | i | -21.6
Cc1ccsc1-c1cc(C(=O)O)c2c(ccc3ccccc32)n1 | i | -11.0
O=C(CS(=O)(=O)c1cn(Cc2ccc(Cl)cc2)c2ccccc12)N1CCCC1 | i | -32.0
Cc1ccc(S(=O)(=O)N2CCOCC2)cc1NC(=O)COC(=O)CNC(=O)c1ccc(Cl)cc1Cl | i | .
C=CCOc1ccc(Br)cc1/C=N/O | i | 4.6
OC(CNCC1CCCO1)Cn1c2ccc(Cl)cc2c2cc(Cl)ccc21 (configuration not stated) | i | 25.7
Cc1ccc(Cl)c(NC(=O)COC(=O)C2CCC2)c1Cl | i | 7.1
Cc1ccc2[nH]c(C)c(CCNC(=O)c3c(N)no[n+]3[O-])c2c1 | i | -10.2
O=c1cc(-c2ccccc2Cl)oc2cc(O)cc(O)c12 | i | -2.5
CC(C)(C)c1ccc(C(=O)N/N=C/c2ccccn2)cc1 | i | -22.3
CCCCSc1ccc2nc(-c3ccc(C#N)cc3)cn2c1 | i | -34.4
COc1ccc(CC(=O)OC(C)C(=O)Nc2c(C)n(C)n(-c3ccccc3)c2=O)cc1OC (configuration not stated) | . | -12.7
COc1ccc(NC(C)=O)cc1S(=O)(=O)Nc1ccccc1C(=O)N1CCCC1 | i | -7.1
COC(=O)CCCC1=CC2=CC(=O)C(C)(OC(=O)c3cccs3)C(=O)C2=CN1CCc1c[nH]c2ccccc12 (configuration not stated) | i | -8.8
CC(=O)c1ccccc1OCC(O)CN1CCN(c2ccccn2)CC1 (configuration not stated) | i | -18.6
Cc1ccc(C)c(S(=O)(=O)NCCN2CCOCC2)c1 | i | -9.8

Further entries
structure | CHT PAM | OX1R antag
O=C1/C(=C\c2ccncc2)SC(=S)N1C1CCCCC1 | i | -12.6
O=C(c1ccc([N+](=O)[O-])c(CS(=O)(=O)c2ccc(Cl)cc2)c1)N1CCCC1 | i | -0.2
Cc1c(CC(=O)NCC(=O)NCC(=O)O)c(=O)oc2c(C)c3oc4c(c3cc12)CCCC4 | i | .
O=C(COc1cccc2ccccc12)N/N=C/c1ccco1 | i | -9.3
C[C@H](CO)N1C[C@H](C)[C@@H](CN(C)S(=O)(=O)c2ccc(F)cc2)Oc2c(NC(=O)Cc3ccccc3)cccc2C1=O | . | -18.6
Cn1c(=O)[nH]c(=O)c2c1nc(NCc1ccccc1)n2CCCc1ccccc1 | i | -41.8
CC(C)(C)c1ccc(OCCC(=O)OCC(=O)NC2CC2)cc1 | . | 3.8
Cc1ccc(S(=O)(=O)N2CCN(S(=O)(=O)N(C)C)CC2)c(C)c1 | i | -12.1
Cc1c(NCc2cc(Cl)ccc2O)c(=O)n(-c2ccccc2)n1C | i | -29.8
Cc1ccccc1-n1c(=O)c2ccccc2n2cnnc12 | i | -6.9
Cc1ccc(-c2nnn(CC(=O)N(Cc3ccccc3)C(C(=O)NC3CCCC3)c3ccncc3)n2)o1 (configuration not stated) | i | -23.9
Cc1ccccc1-c1nc(CS(=O)(=O)CC(=O)NCCCN2CCCC2)c(C)o1 | i | -11.2
COc1ccc(OCc2cc(C(=O)N(C)C3CCOCC3)no2)c2ccccc12 | i | -25.7
O=C(O)C1=NN(c2c(F)c(F)cc(F)c2F)C(=O)CC1 | i | -0.1
COc1ccc(NC(=O)c2ccc(C)cc2Cl)c([N+](=O)[O-])c1 | i | -22.7
COc1ccc(-c2noc(C3CCCN(S(=O)(=O)c4cccc(Cl)c4C)C3)n2)cc1OC (configuration not stated) | i | 4.1
O=C(O)c1cccc(-n2cccc2/C=C\[N+](=O)[O-])c1 | i | 4.4

Screening data deposited in PubChem BioAssay by several laboratories.
